Source: PubChem BioAssay
NPR2 activator – GC-B (human) receptor activation; P20594; HEK293-GC-B cells, CNP EC30, cGMP TR-FRET; 0% at EC30 CNP, 100% saturating CNP; activation, % at 10 µM; 0.11% of 370,000 active; AID 1920062;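 active means activation at 10 µM reaching about 35% in either raw or pattern-adjusted values, limit read from the data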
ARFGAP1 inh – inhibitors of rat ARFGAP1; 0.26% of 360,000 active; AID 651572; Q62848; Arfgap1-stimulated ARF1 GTP hydrolysis, GDP FP detection; inhibition, % at 16.5 µM;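 active means inhibition above a per-plate limit, mean inhibition of low control wells plus 3 SD, cut at about 25% in these data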;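 further: 0% = DMSO wells with enzyme and 100% = wells lacking Arfgap1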
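System: truncated rat Arfgap1 GAP domain / Medium: HEPES-based buffer, pH 7.5 / Also added: N-terminally truncated human ARF1-GTP substrate / Incubation: enzyme reaction 120 min at 25 °C after 20 min preincubation / Measured by: FP of antibody-bound GDP Alexa 633 tracer, ex 620/em 688 nm / Replicates: singlicate, each compound tested once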
rCAG RNA binder – binds r(CAG) RNA repeats | 1.3% of 370,000 active | r(CAG) RNA repeat, TO-PRO-1 dye displacement fluorescence | inhibition, % at 3 µM | AID 651821;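 active means inhibition above the plate cutoff, the mean of all test compounds on that plate plus 3 SD, cut at about 35% in these data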;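 further: 0% = DMSO alone and 100% = 100 µM mitoxantrone as full dye displacement; higher means more dye released from RNA so lower well fluorescence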
mABHD4 FP – inhibits mouse alpha/beta hydrolase domain 4; inhibition, % at 8.92 µM; 0.54% of 370,000 active; purified mABHD4, FP-Rh probe fluorescence polarization; Q8VD66;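 active means inhibition exceeding the mean over every tested compound plus 3 SD, cut at about 30% in these data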;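 further: 0% = plate median of compound wells and 100% = S159A mutant with DMSO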
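System: mouse ABHD4 enzyme, wild type / Medium: HEPES pH 7.0, NaCl, Pluronic buffer / Reagent: FP-Rh activity-based fluorescent probe / Control set: S159A mutant high control, sample median low control / Detection: fluorescence polarization with parallel and perpendicular emission, 525/598 nm / Schedule: 45 min + 60 min at 25 °C / Compound dosing: 8.92 µM, single dose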
NR1D1 modulator – Rev-erb alpha (human) modulation; Rev-erbα–FITC-DNA binding, fluorescence polarization, 90 min; 0.79% of 370,000 active; P20393; AID 1259318; activity, % at 10 µM;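 active means activity above about 14%, limit read from the data; passing the limit was not always enough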;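 further: 0% = DMSO wells with 35 nM protein and 100% = DMSO wells with 750 nM protein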
Target sequence (P20393 whole entry, looked up): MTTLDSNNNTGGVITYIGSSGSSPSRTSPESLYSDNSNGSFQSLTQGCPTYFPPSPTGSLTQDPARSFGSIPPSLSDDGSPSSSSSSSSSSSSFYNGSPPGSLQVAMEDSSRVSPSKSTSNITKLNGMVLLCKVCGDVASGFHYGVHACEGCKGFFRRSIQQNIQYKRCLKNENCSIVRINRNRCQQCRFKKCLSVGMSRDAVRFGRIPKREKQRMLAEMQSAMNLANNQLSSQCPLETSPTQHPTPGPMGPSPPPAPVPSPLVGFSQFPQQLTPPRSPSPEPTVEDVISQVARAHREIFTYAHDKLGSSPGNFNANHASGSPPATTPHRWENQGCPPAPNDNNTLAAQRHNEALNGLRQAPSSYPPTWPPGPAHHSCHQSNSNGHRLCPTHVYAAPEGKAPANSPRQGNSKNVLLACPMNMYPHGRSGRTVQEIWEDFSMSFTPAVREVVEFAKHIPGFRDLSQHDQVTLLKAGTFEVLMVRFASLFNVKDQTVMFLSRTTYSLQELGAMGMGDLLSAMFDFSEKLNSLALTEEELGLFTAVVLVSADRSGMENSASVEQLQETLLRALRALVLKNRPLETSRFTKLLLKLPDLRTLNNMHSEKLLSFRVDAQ
SMARCA2 activ – SMARCA2 function activation, primary screen. MG213 cells, MMTV-luciferase reporter, dexamethasone, overnight. activation, % at 9.1 µM. 1% of 370,000 active. AID 652017; in the data active means activation above about 7.8%;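 further: 0% = vehicle wells and 100% = reference activator wells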
PG9 binder – small molecules binding HIV-1 gp120 antibody PG9. TR-FRET gp120-PG9 antibody binding. inhibition, % at 6.7 µM. 0.43% of 360,000 active; in the data active means inhibition above about 8.5%
HTRA1 inh – blocks human HTRA1 serine peptidase | recombinant HTRA1, FP-rhodamine activity-based probe, fluorescence polarization | inhibition, % at 5.96 µM | 0.5% of 340,000 active; in the data active means inhibition above about 36%;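 further: 0% = enzyme with DMSO and 100% = wells lacking enzyme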
Target sequence (Q92743 whole entry, looked up): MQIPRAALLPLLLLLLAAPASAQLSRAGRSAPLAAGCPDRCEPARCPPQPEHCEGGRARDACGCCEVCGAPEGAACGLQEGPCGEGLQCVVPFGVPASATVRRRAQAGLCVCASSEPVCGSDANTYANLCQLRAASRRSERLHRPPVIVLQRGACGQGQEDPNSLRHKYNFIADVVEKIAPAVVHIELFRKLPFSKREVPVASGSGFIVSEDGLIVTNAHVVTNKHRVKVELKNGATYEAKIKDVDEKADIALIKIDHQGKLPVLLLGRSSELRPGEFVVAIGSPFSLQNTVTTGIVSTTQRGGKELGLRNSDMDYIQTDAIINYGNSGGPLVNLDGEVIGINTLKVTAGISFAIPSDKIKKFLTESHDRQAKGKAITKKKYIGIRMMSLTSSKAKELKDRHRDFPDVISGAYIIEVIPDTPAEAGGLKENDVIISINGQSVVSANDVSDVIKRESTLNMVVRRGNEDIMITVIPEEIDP
ASAP1 inh – inhibitors of human ASAP1 ArfGAP activity; inhibition, % at 16.5 µM; 0.19% of 360,000 active; Q9ULH1; ASAP1-stimulated ARF1 GTP hydrolysis, GDP FP detection; AID 624377; in the data active means inhibition above about 25%;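 further: 0% = vehicle with enzyme and substrate and 100% = no enzyme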
NPR1 activator – GC-A (human) enzyme activation | P16066 | HEK293 GC-A cells, cGMP TR-FRET, EC30 ANP; 0% at EC30 ANP, 100% saturating ANP | activation, % at 10 µM | 0.14% of 370,000 active | AID 1671463; in the data active means activation above about 40%
An asterisk follows results filed as active; / = not tested or not shown.

SMILES	NPR2 activator	ARFGAP1 inh	rCAG RNA binder	mABHD4 FP	NR1D1 modulator	SMARCA2 activ	PG9 binder	HTRA1 inh	ASAP1 inh	NPR1 activator
Cn1c(=O)cc(SCC(=O)N2CCN(c3ccccn3)CC2)c2ccccc21	-6	6	-4	2	1	-2	-2.5	-4	-9	3
NC(=O)N/N=C/c1cn(-c2ccccc2)nc1-c1ccccc1	-9	-5	2	-5	3	7	1.1	-25	2	-14
CCCCNC(=O)C1(C(=O)c2ccc(OC)cc2)CC(C(=O)OCC)=NO1 (centres undefined)	7	/	1	5	-5	1	/	/	/	0
Cc1ccc(C(=O)N/C(=C\c2cn(S(=O)(=O)N(C)C)c3ccccc23)C(=O)N2CCCC2)cc1	1	11	-4	7	4	-1	-1.2	-8	-4	-2
COc1ccc([C@@H]2CC=C(C(=O)O)CN2S(=O)(=O)c2ccc(C)cc2)cc1OC	6	8	18	-8	-1	1	0.4	-6	0	-1
CCOc1ccccc1C(=O)NC(C(=O)NCc1ccccc1OC)C(C)C (centres undefined)	-4	2	-4	4	-2	-2	0.1	-3	6	-8
O=S(=O)(c1cccc2cccnc12)N1CCCc2ccccc21	-12	-2	2	-1	-4	-3	-0.6	-7	4	-3
CCC(=O)N/N=C/c1ccc(OS(=O)(=O)c2ccccc2)cc1	-2	7	0	-2	4	0	-3.3	1	12	4
O=C(COC(=O)CCc1nc2ccccc2s1)NCc1ccco1	-4	4	-5	-2	1	0	1.3	-3	-7	2
COc1ccccc1C(=O)NCCC(=O)NC(C)CCc1ccccc1 (centres undefined)	-3	-3	-6	3	2	-2	0.6	0	2	-1
Cc1cc(S(=O)(=O)N2CCN(CC(=O)NC(C)(C#N)C3CC3)CC2)ccc1Br (centres undefined)	-1	4	-4	3	-7	-1	-1.6	0	1	0
CC1(C)C(=O)OC(c2cccn2-c2cccc([N+](=O)[O-])c2)C2(CCCCC2)C1=O (centres undefined)	-4	2	1	2	2	1	-1.9	/	-8	-1
CNS(=O)(=O)c1cc(NC(=O)c2cnc(SC)n2-c2ccccc2)ccc1C	1	-2	1	-7	3	-2	0.2	-1	-18	1
Clc1cccc(CSc2nnc([C@@H]3CCCN3)o2)c1	4	4	-4	0	7	-4	0.8	6	-1	2
COc1ccc(-c2nc(CSCC(=O)NC3CCCC3)c(C)o2)cc1OC	-3	-1	-6	-3	-2	-4	-2.8	-1	-4	0
CCOC(=O)[C@]12CCC=C1N(CCC1=CCCCC1)C(=O)[C@H](CC(=O)NCCC(C)C)C2	-2	4	3	3	0	7	1.8	/	-5	2
COc1ccc(C2CN=NC23CCCc2ccccc2C3=O)cc1 (centres undefined)	-10	2	-4	3	-5	-5	-1.8	-12	-6	-3
Cc1ccc(NC(=O)Cc2n[nH]c(=O)c3ccccc23)cc1S(=O)(=O)N1CCCCCC1	-13	-4	8	-8	3	-4	1.5	-10	14	-3
O=C(NCc1ccco1)C1CCCN1C(=O)Nc1cccc(Cl)c1 (centres undefined)	-4	1	-2	3	-4	-1	1.3	-8	-6	-2
Cn1c(CC(=O)c2ccc(Br)cc2)[n+](C)c2ccccc21	1	-8	4	-2	0	-3	0.0	6	-2	1
COc1ccc(C(=O)N2CCN(C(=O)c3ccco3)CC2)cc1	2	15	7	-13	0	-1	0.8	0	14	1
COCCNC(=O)c1ccc2c(=O)n(Cc3ccco3)c(SCC(=O)Nc3ccc(OC)cc3OC)nc2c1	9	2	2	3	-5	-2	1.8	2	-12	16
COc1cc([N+](=O)[O-])ccc1NC(=S)Nc1cccc(C(=O)O)c1	3	-4	8	2	-2	1	-1.9	1	9	2
CCCOc1ccc(C(=O)Nc2cc(S(=O)(=O)N3CCOCC3)ccc2N2CCOCC2)cc1	-6	11	-2	-6	-10	1	0.3	-5	-16	1
CCn1c(COc2ccc(Cl)c(C)c2)nnc1SCC(=O)N1CCCC1	-3	-4	-9	-1	0	-3	-0.1	8	2	3

Profiles, looked up by structure:
`Cc1ccc(NC(=O)Cc2n[nH]c(=O)c3ccccc23)cc1S(=O)(=O)N1CCCCCC1` in the list: NPR2 activator: -13; ARFGAP1 inh: -4; rCAG RNA binder: 8; mABHD4 FP: -8; NR1D1 modulator: 3; SMARCA2 activ: -4; PG9 binder: 1.5; HTRA1 inh: -10; ASAP1 inh: 14; NPR1 activator: -3
`CCCOc1ccc(C(=O)Nc2cc(S(=O)(=O)N3CCOCC3)ccc2N2CCOCC2)cc1` in the list: NPR2 activator: -6; ARFGAP1 inh: 11; rCAG RNA binder: -2; mABHD4 FP: -6; NR1D1 modulator: -10; SMARCA2 activ: 1; PG9 binder: 0.3; HTRA1 inh: -5; ASAP1 inh: -16; NPR1 activator: 1

The results go on:
SMILES	NPR2 activator	ARFGAP1 inh	rCAG RNA binder	mABHD4 FP	NR1D1 modulator	SMARCA2 activ	PG9 binder	HTRA1 inh	ASAP1 inh	NPR1 activator
COc1ccc(/C=N/NC(=O)C[n+]2ccccc2)c(OC)c1	0	4	-2	4	2	-4	2.0	6	5	3
CCCn1c(SCC(=O)NCc2ccco2)nc2c1c(=O)n(C)c(=O)n2C	3	10	-5	1	1	-1	0.0	1	-7	3
Cc1ccc(S(=O)(=O)N2CCC(=O)N(CCOCc3cccc(C)c3)CC2)cc1	-4	24	6	-1	5	-1	2.9	-13	-8	-4
CC(=O)N1C(c2ccccc2O)C[C@]2(C)CC(=O)NC12 (some centres undefined)	3	5	1	3	-4	-3	-0.5	/	-2	-2
COc1ccc(N(CCC#N)C(=O)/C(C#N)=C\c2cccs2)cc1	-9	5	-2	-1	-2	-3	-2.0	2	-3	-8
Cc1nnsc1C(=O)NC1CCCc2c1cnn2-c1cc(F)cc(F)c1 (centres undefined)	0	12	-2	-2	-3	-1	-2.0	-3	17	-1
COc1ccc(Cl)cc1S(=O)(=O)N1CCCC(C(=O)N2CCOCC2)C1 (centres undefined)	8	4	-4	-1	3	-2	-2.6	3	4	5
COc1ccc(OC)c(NC(=O)Cn2cnc3c(cnn3-c3ccccc3)c2=O)c1	-3	-7	4	-5	-8	-1	-0.3	-10	-4	0
COc1ncnc2c1ncn2CCCNCCN1CCOCC1	-2	-4	2	3	2	-2	0.1	1	10	8
Cc1cc(N2CCN(S(=O)(=O)c3ccccc3)CC2)c2ccccc2n1	-1	-13	-4	3	-1	1	-1.2	-14	6	4
Cc1cc2c(OCC(O)CNCc3ccco3)cccc2[nH]1 (centres undefined)	-7	4	14	10	-3	2	-0.3	9	-5	-11
COC(=O)COc1nc(C)c2c(c1C#N)CC(C)(C)OC2	9	-1	1	2	1	1	1.0	2	2	3
COc1cccc2c(Nc3ccccc3C)cc(C)nc12	-8	-9	6	-6	0	-2	-1.3	-13	8	-14
O=P(Cc1cc(Br)cc(Br)c1OCCO)(c1ccccc1)c1ccccc1	-28	0	-4	-7	0	2	-0.6	-7	-7	-26
COc1ccc(/C=C/C(=O)c2ccc3c4c(cccc24)CC3)cc1OC	3	5	5	-7	-3	-3	-0.7	-39	-1	-2
Cc1nn(C(C)C(=O)NCCCN2CCCC2)c(=O)c2nn(-c3ccccc3)c(C)c12 (centres undefined)	-2	-11	1	-1	-1	0	-1.1	9	12	-1
COc1cc(C2/C(=C(/O)c3ccc(OCC(C)C)cc3)C(=O)C(=O)N2CCN(C)C)ccc1O (centres undefined)	-1	12	4	1	-3	-2	-2.6	-1	8	0
Cc1ccc(CNC(=O)COC(=O)c2cncc(Br)c2)cc1	9	4	10	2	2	-3	2.0	-1	14	-2
COc1ccc(S(=O)(=O)NCc2ccco2)c2ccccc12	/	-4	0	4	/	-3	0.5	-4	3	/
C[C@@H]1OCN(C)[C@H]2C[C@H]3c4[nH]c5cccc(-c6ccc7c(c6)OCO7)c5c4CCN3C[C@@H]12	-2	/	9	14	3	-2	/	/	/	5
C/C(CC(=O)Nc1ccccn1)=N\NC(=O)c1ccc([N+](=O)[O-])cc1Cl	2	1	7	0	6	-1	-1.0	0	-7	2
CCCCOc1ccc(Cl)cc1CSc1n[nH]c(C)n1	-4	-1	3	-5	0	-1	-1.1	-18	2	-4
Cc1cc(OCC(=O)N2CCCC2)cc(C)c1Cl	2	0	0	-16	3	1	1.1	4	14	6
COc1ccc(-n2nnc3c(=O)n(CC(=O)NCC4CCCO4)cnc32)cc1 (centres undefined)	2	7	1	-4	2	4	-3.2	3	3	6
Oc1[nH]c2ccccc2c1C=Nc1ccccc1	-7	4	-3	3	-6	0	-0.7	5	1	-1

Next part; the last two above are carried over.
SMILES	NPR2 activator	ARFGAP1 inh	rCAG RNA binder	mABHD4 FP	NR1D1 modulator	SMARCA2 activ	PG9 binder	HTRA1 inh	ASAP1 inh	NPR1 activator
COc1ccc(-n2nnc3c(=O)n(CC(=O)NCC4CCCO4)cnc32)cc1 (centres undefined)	2	7	1	-4	2	4	-3.2	3	3	6
Oc1[nH]c2ccccc2c1C=Nc1ccccc1	-7	4	-3	3	-6	0	-0.7	5	1	-1
CCCCn1c(N)c(N(CC(C)C)C(=O)CC(NC(=O)c2ccccc2Cl)c2ccccc2)c(=O)[nH]c1=O (centres undefined)	0	-6	2	4	-1	2	0.8	0	11	0
COC(=O)[C@H]1C[C@@H]1[C@H](NC(=O)c1cc(C)on1)c1ccccc1	0	-3	-3	-1	-6	0	0.7	5	-1	-2
CC(C(=O)N1CCOCC1)(c1ccccc1)c1ccccc1	-4	/	/	/	3	/	/	0	/	-2
C[C@H](CO)N1C[C@H](C)[C@H](CN(C)C(=O)c2ccc(N3CCN(C)CC3)cc2)OCc2cnnn2CCCC1=O	2	18	2	2	-1	-1	-1.7	6	0	0
COC(=O)[C@@]12CCCN1[C@H](c1ccc(-c3ccc4c(c3)OCO4)c(OC)c1)[C@H]1C(=O)N(C)C(=O)[C@H]12	6	16	-5	-5	-7	0	0.4	0	7	-2
CC(SCc1ccccc1)C(=O)Nc1ccc(F)cc1 (centres undefined)	2	-6	6	1	1	2	2.1	-5	15	2
O=c1c(-c2ccccc2)cnc2n1CCS2	1	12	0	-1	-1	3	2.3	1	-6	0
N#CCCn1cc(C(=O)O)c(-c2cccs2)n1	3	1	0	9	2	-3	0.5	5	4	0
CC(=O)c1cc(C#N)c(Oc2cccc(C(F)(F)F)c2)nc1C	6	-2	-6	-6	3	0	0.9	-5	-10	7
Cc1cc(C)n(-c2cc(N3CCN(S(=O)(=O)c4ccc(C)c(C)c4)CC3)ccc2[N+](=O)[O-])n1	-7	-11	-2	-6	0	1	-1.4	6	-4	0
Cn1cccc1/C=N/n1c(-c2ccccc2)n[nH]c1=S	-2	3	0	-2	-5	1	-0.6	-6	2	3
CC(C)(C)c1nnc(NS(C)(=O)=O)s1	0	9	2	-9	-1	-1	0.6	7	10	1
Clc1cc(NCc2cccs2)ccc1N1CCOCC1	0	12	1	2	10	4	-0.1	14	2	-1
COc1ccc(N(CC(=O)Nc2ccc(S(=O)(=O)N3CCCCC3)cc2)S(C)(=O)=O)cc1OC	-3	-5	-2	-7	1	-3	0.8	-5	6	4
COc1ccccc1NC(=O)CCc1nnc2ccc(N3CCCCC3)nn12	-1	14	-5	-9	-4	-1	-1.5	-1	3	-1
CC1=C(C(=O)Nc2ccc(C(=O)NCCC(C)C)cc2)SCCO1	2	0	-6	2	-3	-3	-1.7	-3	15	0
